Screening data from PubChem BioAssay.
S100A4 MyoIIA: S100A4-myosin IIA interaction inhibition; S100A4/TAMRA-MyoIIA peptide fluorescence polarization; AID 652163; inhibition, % at 10.7 µM; 360,000 compounds, 0.14% hits; P26447;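 active = mean inhibition of at least 70% across replicates, with every replicate also reaching that level; inconclusive = mean inhibition reaches 70% but some replicates fall short; inactive = mean inhibition below 70%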
Target sequence (P26447 whole entry, looked up): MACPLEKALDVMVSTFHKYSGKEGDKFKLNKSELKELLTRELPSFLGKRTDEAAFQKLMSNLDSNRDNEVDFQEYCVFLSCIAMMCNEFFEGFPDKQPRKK
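assay system = human S100A4 monomer with TAMRA-labelled myosin IIA peptide | also added = labelled myosin peptide probe, 5 nM | incubation = 5 min between mix addition and reading | control set = DMSO and TFP controls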
PGC1a acetyl inh: PGC1a acetylation modulation, inhibitor mode | U2OS PGC1a acetylation, AlphaScreen anti-acetyl-lysine; with virally co-expressed GCN5 acetyltransferase | inhibition, % at 15.6 µM | 350,000 compounds, 0.17% hits | AID 651687;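 active = every replicate shows inhibition of at least 40%; inconclusive = mean inhibition at least 40% but some replicate below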;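 also: 0% = neutral control wells and 100% = positive control wells; some results beyond the cut were filed as inactive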
PAX8 reporter: PAX8 transcriptional activity inhibition; inhibition, % at 12.6 µM; 360,000 compounds, 1.2% hits; AID 652154; RMG-I TPO-luciferase reporter, SteadyGlo, 24 h;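 active = mean replicate inhibition at least 60% with every replicate also reaching 60%; inconclusive = only one of the two criteria is met; inactive = mean below 60% and not all replicates reaching 60%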;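 also: luciferase light reporting Pax8 driven TPO promoter activity; plate controls were median of neutral control wells for no effect and mitoxantrone controls for full effect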
FN deposition inh: fibronectin deposition inhibition | 350,000 compounds, 0.086% hits | AH1F fibroblasts, Alexa488-fibronectin deposition fluorescence, overnight | inhibition, % at 12.6 µM;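 active = mean inhibition across replicates of 30% or more, regardless of how many single replicates reach that level; inconclusive = mean under 30% yet at least half of replicates reach 30%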;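 also: positive control wells lacked labelled fibronectin entirely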
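test system = AH1F fibroblasts assembling fluorescent fibronectin matrix | quantity = 10000 AH1F cells per well | buffer or medium = DMEM plus 2% serum, read in PBS | doses = single dose, pinned | incubation = 1 h cell attachment, overnight exposure to compound and label | detection = fluorescence at 485 nm excitation, 525 nm emission | read-out basis = inhibition from reduced deposited-fibronectin fluorescence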
EWS-Fli block: inhibitors of EWS/Fli oncoprotein transcriptional activity | A673 NR0B1-luciferase reporter, viability-normalised | inhibition, % at 12.6 µM | 350,000 compounds, 0.67% hits | AID 651661;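 active = mean inhibition of at least 50% after viability correction, with every replicate also passing that limit; inconclusive = mean reaches 50% but only one of two replicates passes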;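 also: firefly luciferase signal divided by Alamar Blue viability fluorescence both relative to DMSO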
ERAP1 HTS inh: blocks human ERAP1 aminopeptidase activity | inhibition, % at 10.7 µM | AID 652197 | 340,000 compounds, 0.15% hits | recombinant ERAP1, Leu-AMC fluorescence, 60 min | Q9NZ08;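 active = mean replicate inhibition of at least 30%, or all replicates individually reaching that 30% level; inactive = mean below 30% and not every replicate reaching it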;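 also: 0% = neutral control wells and 100% = L-leucinethiol positive control wells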
Target sequence (Q9NZ08 whole entry, looked up): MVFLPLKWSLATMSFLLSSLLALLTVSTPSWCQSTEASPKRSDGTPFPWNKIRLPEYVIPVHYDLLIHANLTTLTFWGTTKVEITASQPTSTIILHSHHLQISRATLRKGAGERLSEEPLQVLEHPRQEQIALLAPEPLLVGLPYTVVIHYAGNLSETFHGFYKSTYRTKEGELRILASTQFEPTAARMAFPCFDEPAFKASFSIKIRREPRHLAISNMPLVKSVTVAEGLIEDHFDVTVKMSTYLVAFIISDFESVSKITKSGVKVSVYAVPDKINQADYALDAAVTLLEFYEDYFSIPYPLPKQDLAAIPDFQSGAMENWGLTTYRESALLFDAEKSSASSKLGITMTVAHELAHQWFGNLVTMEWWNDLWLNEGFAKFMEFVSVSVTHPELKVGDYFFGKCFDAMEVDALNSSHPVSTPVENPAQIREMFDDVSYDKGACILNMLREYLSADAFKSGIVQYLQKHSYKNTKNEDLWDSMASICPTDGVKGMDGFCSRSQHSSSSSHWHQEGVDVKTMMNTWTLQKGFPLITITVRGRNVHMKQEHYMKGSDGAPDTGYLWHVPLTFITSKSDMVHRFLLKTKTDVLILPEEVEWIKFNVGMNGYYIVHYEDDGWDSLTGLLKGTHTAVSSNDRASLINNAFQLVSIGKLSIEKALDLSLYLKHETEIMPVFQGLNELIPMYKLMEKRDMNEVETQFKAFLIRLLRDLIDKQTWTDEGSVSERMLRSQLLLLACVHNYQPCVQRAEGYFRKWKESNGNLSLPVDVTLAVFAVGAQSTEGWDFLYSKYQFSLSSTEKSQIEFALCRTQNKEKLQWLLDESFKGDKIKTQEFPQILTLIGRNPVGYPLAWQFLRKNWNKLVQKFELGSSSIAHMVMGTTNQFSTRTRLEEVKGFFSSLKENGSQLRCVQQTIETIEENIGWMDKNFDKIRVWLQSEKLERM
PglD inh: blocks C. jejuni PglD acetyltransferase activity | purified PglD enzyme, DTNB colorimetric CoA detection | inhibition, % at 12.5 µM | 360,000 compounds, 0.098% hits | AID 602405; in the data active = inhibition above about 16%, passing the limit was not always enough; inconclusive = no clear call, values can overlap the other calls; also: strong numbers were not always called active
LGR2 antag: blocks bursicon-induced cAMP signaling via Drosophila LGR2; HEK293 LGR2, CRE-luciferase, bursicon-stimulated, 4 h; inhibition, % at 9.99 µM; 380,000 compounds, 0.35% hits;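 active = drop in luminescence signal, shown as inhibition above about 50% in the replicate tests, limit read from the data, passing the limit was not always enough; inconclusive = probably only some replicates passing the limit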;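 also: agonist challenge used bursicon conditioned medium at about half maximal strength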
Numbers without * were called inactive; ? = inconclusive; . = no result given; & = joins results of further samples.

SMILES	S100A4 MyoIIA	PGC1a acetyl inh	PAX8 reporter	FN deposition inh	EWS-Fli block	ERAP1 HTS inh	PglD inh	LGR2 antag
CC(C)(C)N=C1NN=C(c2ccc(S(=O)(=O)N3CCCCC3)cc2)CS1	1	-18	12	1	11	2	.	5
CCn1c(=O)c([N+](=O)[O-])c(NCCc2ccc(OC)c(OC)c2)c2ccccc21	1	.	-36	3	11	3	.	.
O=C(Nc1ccc(Cl)cc1)C1c2cccc[n+]2CC(=O)N1Cc1ccc2c(c1)OCO2 (stereo unspecified)	3	-14	17	-9	3	6	8	-23
O=C(C[C@H]1C=C[C@H](NC(=O)NC2CCCC2)[C@@H](CO)O1)NCc1ccc(F)cc1	1	-4	-10	2	-3	0	5	-14
C[C@H]1CN([C@@H](C)CO)C(=O)c2cc(NC(=O)Cn3cnnn3)ccc2O[C@@H]1CN(C)S(C)(=O)=O	9	-5	.	.	-3	-1	-1	1
CCOc1ccc(-c2ccc(SCC(=O)N3CCOCC3)nn2)cc1	-4	-4	-20	-2	-38	-2	.	11
COc1ccc(-c2[nH]ncc2CN2CCC(C(=O)c3ccc(F)cc3)CC2)cc1	-2	0	-7	3	12	6	.	11
N#C[C@@H]1[C@H](c2ccc(C3=CCCCC3)cc2)[C@@H](CO)N1C(=O)c1ccccn1	-4	4	4	-9	-3	0	-3	-1
N#Cc1cccc(NC(=O)c2ccc(S(=O)(=O)N3CCOCC3)cc2)c1	-6	7	6	1	9	3	-6	-3
CC(C)c1cn(CC[C@@H]2CC[C@H](NS(=O)(=O)c3ccc(Cl)cc3)[C@@H](CO)O2)nn1	-21	-5	3	.	1	1	1	10
O=C(COc1ccc(Br)cc1)Nc1ccc(NC(=O)c2ccccc2)cc1	-6	5	11	-1	1	-4	-1	-14
Cc1csc(=O)n1CC(=O)OCC(=O)Nc1cc(Cl)ccc1[N+](=O)[O-]	0	.	25	6	.	-1	2	10
COc1ccc(-c2noc(CNC(=O)c3ccc4c(c3)OCO4)n2)cc1	-6	.	-11	-1	4	-1	-2	11
COc1ccc(C(C)=O)c2c1OCCO2	6	4	.	-18	.	.	-3	.
C[C@@H]1CN([C@H](C)CO)S(=O)(=O)c2ccc(C#Cc3ccccc3)cc2O[C@H]1CN(C)S(=O)(=O)c1ccccc1F	-53	7	-12	.	18	-3	1	2
CN(C)C(=O)c1cccc(-c2ccc([C@@H]3[C@@H](CO)N4CCCCN(C(=O)C5CCC5)C[C@H]34)cc2)c1	-3	-1	-5	.	-3	-2	3	13
Cc1noc(C)c1S(=O)(=O)N(C)C[C@@H]1OCCCC[C@@H](C)Oc2ccc(NC(=O)CCCN(C)C)cc2C(=O)N([C@H](C)CO)C[C@@H]1C	8	13	15	.	4	-1	3	-7
C[C@@H](O)C#Cc1ccc([C@H]2[C@@H](CO)N3CCCCN(C(=O)c4ccc5c(c4)OCO5)C[C@@H]23)cc1	-7	-9	-5	9	-2	1	0	2
C#CC(CC)(CC)NC(=O)/C=C/C(=O)O	21	1	2	-2	6	1	.	.
CC(C)NC(=O)c1cc(C2CCCCN2C(=O)c2ccc(Cl)cc2)on1 (stereo unspecified)	4	5	7	1	2	0	-4	1
Cc1ccc(S(=O)(=O)CCC(=O)OCC(=O)c2cc(C)n(C)c2C)cc1	0	-1	-17	0	-13	3	1	-14
C[C@H](NC(=O)C[C@H]1CC[C@H](NC(=O)c2cccnc2)[C@@H](CO)O1)c1ccccc1	2	0	-36	7	-255	-1	-2	-3
Cn1c(N)c(S(=O)(=O)NCc2ccc(F)cc2)c(=O)n(C)c1=O	0	-7	22	.	.	1	3	-6
CC1=NNC(=O)C1CC(=O)N/N=C(\C)c1ccco1 (stereo unspecified)	-1	-2	16	-3	13	2	.	14
Cc1cc2ncn(C(=O)N3CCCCCC3)c2cc1C	.	1	-35	-1	.	.	-3	.

Other compounds
SMILES	S100A4 MyoIIA	PGC1a acetyl inh	PAX8 reporter	FN deposition inh	EWS-Fli block	ERAP1 HTS inh	PglD inh	LGR2 antag
C[C@@H]1CN([C@@H](C)CO)C(=O)c2cc(NC(=O)Nc3ccc4c(c3)OCO4)ccc2O[C@@H](C)CCCCO[C@H]1CN(C)Cc1ccc2c(c1)OCO2	-6	-9	-3	-4	10	-1	1	12
CC1=[N+](C)c2ccc3ccccc3c2C1(C)C	145*	.	?	0	35	3	.	34
CCN(CC)C(=O)COc1ccc(/C(C)=N/NC(=O)c2ccccc2-n2cccc2)cc1	1	-1	2	.	.	-4	-6	13
CC(/C=C1\SC(=S)N(c2ccc(C(=O)O)cc2)C1=O)=C\c1ccccc1	0	-2	3	2	-7	0	.	13
CCCOc1ccc(N2CC(C(=O)NC3=NCCS3)CC2=O)cc1 (stereo unspecified)	2	-4	1	1	-3	-3	2	-26
N#Cc1c(Cl)nsc1NCCN1CCOCC1	-1	-1	11	1	7	-4	6	-3
O=C(C[C@H]1C=C[C@@H](NC(=O)NC2CCCC2)[C@H](CO)O1)NCc1ccc(F)cc1	-15	2	-10	-7	1	0	4	10
COc1ccc(C23CC4CC(CC(C4)C2)C3)cc1C(=O)NCCN(C)C	-4	-20	36	4	43	7	4	28
COc1ccc(CN(C)C[C@@H]2Oc3c(NS(=O)(=O)c4ccc(Cl)cc4)cccc3C(=O)N([C@H](C)CO)C[C@@H]2C)cc1	7	-2	15	.	1	-2	4	-4
COCCn1c(C)cc(C(=O)COC(=O)/C=C/c2ccc(OC)cc2OC)c1C	-15	-4	.	6	-2	-7	3	-12
CCCn1cnc2c(=O)oc3ccccc3c21	.	4	1	-3	.	.	-2	.
CSCC(NS(=O)(=O)c1ccc(C)cc1)C(=O)O (stereo unspecified)	-1	2	4	12	9	-5	.	-18
Cc1c(N=Cc2cccs2)c(=O)n(-c2ccccc2)n1C	-3	8	.	.	4	0	1	16
COc1ccc(NC(=O)N2[C@@H]3CNC[C@H]2C3c2ccc(-c3cccc(OC)c3)cc2)cc1 (stereo partly specified)	-3&19	-4&-1	.	-7&6	.	-3&0	.	-15&22
CC1CCCC(NC(=O)COC(=O)c2cccs2)C1C (stereo unspecified)	-2	-11	1	-4	1	5	-3	-11
CCCCC(=O)NC(c1ccccc1)c1ccc2cccnc2c1O (stereo unspecified)	-4	28	87*	-12	36	-1	10	27
COCCNC(=O)C[C@@H]1CC[C@H]2[C@@H](COc3ccc(NS(=O)(=O)c4ccc(Cl)cc4)cc3C(=O)N2C)O1	7	-5	-13	11	-5	-2	-5	-16
C[C@H](O)C#Cc1cnc2c(c1)C(=O)N([C@H](C)CO)C[C@H](C)[C@H](CN(C)Cc1ccc(-c3ccccc3)cc1)O2	-5	6	87*	6	9	-2	-3	-15
O=S(=O)(NCC(c1ccco1)N1CCN(c2ccccc2)CC1)c1ccc(F)cc1 (stereo unspecified)	.	-1	-8	-4	.	.	-3	-3
O=C(C1CCC(CNS(=O)(=O)c2cccs2)CC1)N1CCN(c2ccc(F)cc2)CC1 (stereo unspecified)	-4	8	29	-3	40	2	4	16
COc1ccc(-c2ccc3c(c2)[C@H]2[C@H](CCN2Cc2cncnc2)[C@H](CO)N3)cc1	1	7	-36	-14	-24	0	0	-9
Cc1cc(O)ccc1N/C=C1\CCCC1=O	.	.	30	8	.	.	0	-30
O=C(NCCN1CCOCC1)/C(=C/c1ccc(Cl)cc1)NC(=O)c1ccccc1	0	.	-4	1	4	-3	0	9
CC(C)NC(=O)NC(=O)CSc1ccc(S(=O)(=O)N2CCCC2)cn1	-6	0	-9	2	-1	0	5	-7
Cc1ccc(S(=O)(=O)N2CCN(C(C)C(=O)Nc3ccccc3-c3ccccc3)CC2)cc1 (stereo unspecified)	-11	5	4	-6	7	-1	.	10

More records follow:
SMILES	S100A4 MyoIIA	PGC1a acetyl inh	PAX8 reporter	FN deposition inh	EWS-Fli block	ERAP1 HTS inh	PglD inh	LGR2 antag
Cc1cccc(OCCC(=O)NCC(=O)Nc2c(C)cccc2C)c1	2	.	-6	3	7	2	.	2
COc1ccc(CC(=O)Nc2ccc(S(=O)(=O)N3CCCCC3)cc2)cc1OC	3	-4	16	.	20	1	0	4
COC(c1ccccc1)c1nnc(CCC(=O)NCCCc2ccccc2)o1 (stereo unspecified)	3	7	-22	-1	-15	-2	6	5
O=S(=O)(Cc1ccccc1)N1CCCCN2[C@@H](CO)[C@H](c3ccc(-c4ccccc4)cc3)[C@@H]2C1	4	3	-1	.	2	1	4	15
C/C=C/c1ccc2c(c1)O[C@H](CN(C)CC1CCCC1)[C@@H](C)CN([C@H](C)CO)S2(=O)=O	-9	0	23	-3	3	-7	2	6
O=C(N/N=C/c1cc(Cl)cc([N+](=O)[O-])c1O)C(O)(c1ccccc1)c1ccccc1	-4	.	17	7	0	2	-6	28
C[C@H](CO)N1C[C@H](C)[C@@H](CN(C)Cc2ccc(C(=O)O)cc2)OCCCC[C@H](C)Oc2ccc(N(C)C)cc2C1=O	.	11	-37	-4	-7	.	.	-13
C[C@@H]1CN([C@@H](C)CO)C(=O)c2cccc(N(C)C)c2O[C@@H]1CN(C)S(=O)(=O)c1ccc(F)cc1	2	5	8	.	.	1	0	-3
CC1CCN(C(=O)C2CCCN2S(=O)(=O)c2ccc(Cl)cc2)CC1 (stereo unspecified)	3	.	17	2	1	0	3	3
COc1ccc(S(=O)(=O)NC(=O)C2(C)CCN2C(=O)CC2CCCC2)cc1 (stereo unspecified)	2	.	1	0	-3	0	2	2
Nc1oc2ccccc2c(=O)c1-c1ccc2c(c1)OCO2	-10	6	-43	0	-53	0	-4	-24
CC=Cc1ccc2n(c1=O)C[C@@H]1[C@@H](CO)[C@H](C(=O)N[C@@H](C)c3ccccc3)[C@H]2N1Cc1cccnc1 (mixture of isomers)	32	.	-5	.	0	-1	5	-10
O=C(C[C@@H]1CC[C@@H](NC(=O)C2CCC2)[C@H](CO)O1)Nc1nccs1	1	2	-2	.	-3	4	-3	-5
O=C(CSc1ncccn1)Nc1cc(Cl)ccc1[N+](=O)[O-]	-9	.	25	.	-7	4	.	0
O=C(Nc1ccc(N2CCCC2=O)cc1)c1cncc(Br)c1	-3	.	.	1	-91	-3	-1	1
CC(C)[C@@H]1Cc2[nH][nH]c(=O)c2[C@H](C)O1	4	.	0	2	3	.	.	24
COc1ccccc1N1C[C@@H]2C[C@@H](c3ccco3)N3CCC[C@@]23C1=O	-6	.	15	7	6	-13	.	.
C=CC[C@H](CC(=O)NCCO)C(=O)NC[C@@H](OC(=O)[C@@H](CC=C)CC(=O)OC(C)(C)C)c1ccccc1	-4	.	8	-3	-2	-2	-3	-1

Random excerpt: 4 records from the list, in no set order.
SMILES	S100A4 MyoIIA	PGC1a acetyl inh	PAX8 reporter	FN deposition inh	EWS-Fli block	ERAP1 HTS inh	PglD inh	LGR2 antag
CC(C)[C@@H]1Cc2[nH][nH]c(=O)c2[C@H](C)O1	4	.	0	2	3	.	.	24
Nc1oc2ccccc2c(=O)c1-c1ccc2c(c1)OCO2	-10	6	-43	0	-53	0	-4	-24
O=C(N/N=C/c1cc(Cl)cc([N+](=O)[O-])c1O)C(O)(c1ccccc1)c1ccccc1	-4	.	17	7	0	2	-6	28
COc1ccc(S(=O)(=O)NC(=O)C2(C)CCN2C(=O)CC2CCCC2)cc1 (stereo unspecified)	2	.	1	0	-3	0	2	2
